MCF10A rerep: induces DNA re-replication in MCF 10a normal breast cells; 350,000 compounds, 2.9% hits; Potency, µM (top dose mostly 46.1 µM), inactives show top-dose activity, positive = re-replication, most hits filed as activators; MCF 10A DNA re-replication, Hoechst nuclear intensity, 48 h; also: potency is read from the fitted curve at half-maximal effect; % of control where 0% means no effect; nearly all actives have a fitted effect of over 50% in size
SW480 rerep: DNA re-replication induction in SW480 cells | SW480 DNA re-replication, Hoechst DNA content imaging, 48 h | Potency, µM (top dose mostly 46.1 µM), for the others: at the top dose re-replication activation, usual class: activators | 340,000 compounds, 1.8% hits | AID 624297; also: potency is read from the fitted curve at half-maximal effect; % of control where 0% means no effect; nearly all actives have a fitted effect of over 55% in size
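Image-based DNA-content assay: after two days of treatment, nuclei were labelled with the DNA dye Hoechst and imaged, and hits were compounds raising the count of nuclei showing high fluorescence intensity.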
HT1080 IDH1KD tx: toxicity to HT-1080 IDH1 knockdown cells (counter line). HT-1080 IDH1 knockdown viability, ATP luminescence, 48 h. Potency, µM (top dose mostly 46.1 µM), for the others: at the highest dose activity, negative = toxicity, usual class: cytotoxic. 360,000 compounds, 2% hits;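 also: potency is read from the fitted curve at half-maximal effect; 0% = DMSO wells and -100% = cell-free medium wells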
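Using the IDH1-knockdown HT-1080 line run in the same batch and compound series as the NT line, viability after 48 h at 37 °C was determined by CellTiter-Glo luminescence and expressed as % activity.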
IL1B secr inh: inhibitors of inflammasome signaling (IL-1 beta secretion); THP-1 LPS/ATP IL-1B secretion, AlphaLISA, 16 h; hits give low values; activity change, % at 57.5 µM; 360,000 compounds, 4.7% hits; in the data active = activity change below about -50%; inconclusive = mostly about -30% to -49%; also: % is scaled to controls: 0 for no effect and ±100 for the full control effect
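Secreted IL-1B measured by AlphaLISA bead assay after 16 h compound exposure of THP-1 cells; compounds (final up to 57.5 uM) added 1 h before LPS (250 ng/mL) and ATP (1.25 mM) stimulation; lower signal means less secretion.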
KB-3-1 tox: KB-3-1 parental cell cytotoxicity | KB-3-1 viability, CellTiter-Glo ATP luminescence, 72 h | Potency, µM (titrated, usually from 46.1 µM), inactives show top-dose activity change, negative = cytotoxic, most hits filed as cytotoxic | 400,000 compounds, 1.4% hits | AID 1347075; also: potency is read from the fitted curve at half-maximal effect; % is scaled to controls: 0 for no effect and ±100 for the full control effect; nearly all actives have a fitted effect of over 60% in size
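Here the drug-naive KB-3-1 line serves as comparator for MDR sub-line selectivity; cells received compound titrations, 72 h at 37 °C, then CellTiter-Glo readout.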
S2 tox: reduces viability in counter-screen for ATXN expression inhibitors; AID 651635; 400,000 compounds, 0.49% hits; S2 cells (HEK-293 line with an ATXN2-luciferase reporter) viability, CellTiter-Fluor protease fluorescence, 24 h; Potency, µM (top dose mostly 56.7 µM), actives largely listed as cytotoxic; also: potency is read from the fitted curve at half-maximal effect; nearly all actives have a fitted effect of over 40% in size
HT1080-NT tox: kills 2HG-producing HT-1080-NT fibrosarcoma cells. HT-1080-NT fibrosarcoma viability, CellTiter-Glo ATP luminescence, 48 h. Potency, µM (titrated, usually from 46.1 µM), for the others: at the top dose activity, negative = less viability, hits mostly cytotoxic. 360,000 compounds, 1.6% hits. AID 686970;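 also: NT is the 2HG producing partner of a matched IDH1 knockdown line; potency is read from the fitted curve at half-maximal effect; 0% = DMSO-treated cells and -100% = media-only wells without cells; nearly all actives have a fitted effect of over 55% in size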
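Fibrosarcoma NT cells, 750 per well in 5% FBS RPMI, were exposed to compound for 48 hours. Viability: CellTiter-Glo luminescence.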
ATXN2 expr inh: inhibitors of ATXN2 expression. HEK-293 ATXN2-luciferase reporter, luminescence, 24 h. Potency, µM (top dose mostly 57 µM), inactives show at the highest dose activity change, negative = inhibition, hits mostly inhibitors. 360,000 compounds, 0.72% hits. AID 1745845; also: potency is read from the fitted curve at half-maximal effect; % is scaled to controls: 0 for no effect and ±100 for the full control effect; nearly all actives have a fitted effect of over 55% in size
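ATXN2-luciferase reporter cells (luciferase flanked by upstream and downstream ATXN2 gene portions) were treated 24 h at 37 °C with compounds at up to 57 uM. SteadyGlo luminescence gave expression; GF-AFC fluorescence gave viability.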
KB-V1 cytotox: kills drug-selected multidrug resistant KB-V1 cells. KB-V1 MDR cells viability, CellTiter-Glo, 72 h. Potency, µM (highest dose often 46.1 µM), for the others: at the highest dose activity change, negative = cytotoxicity, usual class: cytotoxic. 400,000 compounds, 3.4% hits. AID 1347076; also: potency is read from the fitted curve at half-maximal effect; % is scaled to controls: 0 for no effect and ±100 for the full control effect; nearly all actives have a fitted effect of over 60% in size
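Cells of the MDR subline KB-V1 are plated, dosed with compound at multiple concentrations, and incubated 72 h at 37 degrees C; CellTiter-Glo is then added and luminescence read after 10 min.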
The depositor's hits bear a star; i = inactive; u = inconclusive; x = not tested or not shown; [ ] = another dose, or the depositor's remark. Unless noted, calls follow the shape of the dose curve; as a rule, active = well fitted curve in the direction sought with a large enough effect; inconclusive = small, poorly fitted or top-dose-only effect, or another doubt; inactive = no such curve, though single readings can be large; an effect the other way counts as inactive or inconclusive. Hits appear at their usual frequency. Share with any hit: about 11%.

SMILES	MCF10A rerep	SW480 rerep	HT1080 IDH1KD tx	IL1B secr inh	KB-3-1 tox	S2 tox	HT1080-NT tox	ATXN2 expr inh	KB-V1 cytotox
CCCOc1ccc(N2C(=O)CC(SC(=NCC)Nc3cccc(F)c3)C2=O)cc1 (configuration not stated)	u	3.4%	u	80.9	-10.4%	i	-8.6%	-22.5%	u
Cc1ccc(NC(=O)Cn2c(=O)ccc3cc(S(=O)(=O)N4CCC(C)CC4)ccc32)cc1Cl	x	x	x	x	-6.2%	i	x	-4.0%	-13.1%
O=C(c1ccccc1)c1ccc(Cn2cc(CCCO)nn2)cc1	7.9%	-12.2%	0.8%	39.1	-22.0%	i	0.0%	-0.8%	-0.2%
Cc1cccc(OCC(=O)NCc2nnc3ccc(C(F)(F)F)cn23)c1C	1.6%	-8.1%	-0.3%	10.0	-9.7%	i	2.3%	-3.9%	-12.9%
CCOC(=O)C1CCCN(S(=O)(=O)c2cc3c(cc2Cl)NC(=O)CO3)C1 (configuration not stated)	-0.5%	1.2%	-1.3%	13.1	4.5%	i	-2.2%	-6.9%	-11.1%
COC(=O)c1cccnc1Oc1ccccc1	4.1%	-10.0%	9.9%	-6.7	10.6%	u	3.3%	-3.0%	23.1%
CCCC(=O)NC(=S)Nc1cccc2c(O)cccc12	-4.6%	u	-8.4%	4.6	15.8%	i	6.4%	1.4%	18.2%
O=C(/C=C/c1ccc(O)c(O)c1)OC(Cc1ccc(O)c(O)c1)C(=O)O (configuration not stated)	-16.8%	1.5%	0.5%	17.4	u	i	-0.7%	-15.9%	-16.7%
COc1ccc(S(=O)(=O)N(NC2=NS(=O)(=O)c3ccccc32)C(=O)C(C)C)cc1	-1.9%	2.9%	0.1%	10.0	u	i	-0.3%	5.9%	u
CCOC(=O)N1CCN(C(=O)C2CCN(S(=O)(=O)c3ccc(OC)cc3)CC2)CC1	u	u	4.6%	5.3	-2.7%	i	4.4%	-4.5%	0.0%
COCCN(C(=O)CCl)C(C(=O)NC1CCCCC1)c1ccccc1C (configuration not stated)	u	13µM*	13µM*	-101.1*	13µM*	x	u	u	20.6µM*
CCOc1ccc(OCc2ccc(C(=O)N(CC)CC)cc2)cc1	-2.1%	-6.6%	-4.0%	0.3	-26.4%	i	6.7%	x	-14.8%
CCCN1C(=S)c2ccccc2C1c1ccccc1 (configuration not stated)	0.2%	-1.5%	0.5%	-2.8	-1.2%	i	4.9%	-14.3%	u
Cc1ccc(N2CC(C(=O)N3CCC(C(=O)Nc4nnc(C(C)C)s4)CC3)CC2=O)cc1 (configuration not stated)	-0.9%	-5.4%	10.4%	-20.8	4.1%	i	0.1%	8.8%	24.4%
CN(Cc1cccs1)C(=O)Cc1c[nH]c2ccccc12	15.8%	-15.3%	14.1%	-1.5	1.1%	i	9.9%	13.4%	2.7%
COc1ccc(C2=Nn3c(nnc3-c3ccco3)SC2)cc1	10.5%	14.5%	-21.4%	-15.2	0.0%	i	-15.2%	-7.0%	u
Cc1cccc(N(C(=O)c2csnn2)C(C(=O)NC(C)(C)C)c2ccncc2)c1 (configuration not stated)	-2.2%	-2.0%	5.8%	-5.9	8.6%	i	-2.6%	-5.0%	-4.4%
[O-]c1n[n+](-c2ccc(Cl)cc2Cl)cc2ccccc12	1.1%	15.7%	0.1%	9.4	-2.8%	i	-13.5%	4.4%	-1.0%
COc1cccc(C(=O)NCCCNC(=O)c2cccnc2)c1	3.6%	-0.6%	0.7%	21.8	9.9%	i	-15.7%	2.8%	2.8%
CC(=O)Nc1cccc(-c2nnc(SCC(=O)c3ccc([N+](=O)[O-])cc3)o2)c1	x	x	x	x	29.0%	i	x	-0.2%	7.1%
COc1ccc(NC(=O)c2cc(OC)c(OC)c(OC)c2Br)cc1OC	9.5%	-4.2%	4.8%	18.6	29.1%	u	11.8%	2.7%	u
Cc1ccc(C(=O)N/N=c2\oc3ccccc3cc2C(N)=O)cc1	3.8%	-8.6%	23.1%	-29.5	12.8%	i	22.4%	0.8%	-5.9%
CC(C(=O)Nc1ccc([N+](=O)[O-])cc1Cl)N1CCN(S(=O)(=O)c2cccs2)CC1 (configuration not stated)	u	0.7%	-1.0%	-3.9	x	i	0.0%	-17.0%	x
O=C(CCC(=O)N1CCCc2ccccc21)N1CCN(S(=O)(=O)c2ccccc2)CC1	5.3%	24.1%	-6.1%	10.8	-14.6%	i	-14.6%	1.4%	u
Cc1c(C)c2c(OCC(=O)NCC(=O)NCC(=O)O)cc3c(c2oc1=O)CCC(C)(C)O3	9.4%	15.5%	4.5%	-16.2	21.2%	i	19.3%	-18.7%	13.7%
C#CCOCCOCCOCCNc1nc(N2CCOCC2)nc(N2CCN(C(=O)[C@H](CCCCN)n3cc(CCCC)nn3)CC2)n1	24.9%	-38.9%[inhibitor][9.22 µM]	11.5%	11.7	8.9%	i	10.7%	6.0%	-8.7%
COc1cccc(OCCOCCOc2ccc(C)cc2[N+](=O)[O-])c1	12.5%	-12.9%	-6.6%	-16.3	16.7%	i	-1.0%	3.9%	1.6%
O=C(OCC(=O)N1CCCc2ccccc21)c1ccc(C(F)(F)F)cc1	13.8%	u	1.2%	9.9	0.1%	i	-2.7%	-7.3%	u
COc1cc(/C=C2\SC(=S)N(CC(=O)O)C2=O)ccc1OC(=O)c1ccco1	4.9%	-4.7%	3.7%	6.8	2.2%	u	-0.9%	-19.1%	-2.0%
CCCOC(=O)c1ccc(-c2ccc(C=O)o2)cc1	-0.3%	-5.8%	-1.7%	-4.9	1.1%	i	-0.3%	24.8%	0.8%
CC(=O)Nc1ccc(S(=O)(=O)NC2CC2)cc1	-0.4%	0.6%	-1.8%	10.5	-3.9%	i	-0.3%	-9.5%	0.0%
Cc1cc2oc(C(=O)Nc3ccc(S(=O)(=O)N4CCCC(C)C4)cc3)cc(=O)c2cc1Cl (configuration not stated)	-1.9%	-3.4%	-15.7%	5.1	0.0%	i	0.2%	-25.4%	-1.2%
Cc1cc(C)cc(C(=O)NCC(=O)OCC(=O)N(C)C2CCS(=O)(=O)C2)c1 (configuration not stated)	-5.8%	-11.8%	10.4%	-2.4	-12.2%	i	16.2%	0.3%	u
CCCN1C(=O)C(O)(CC(=O)c2ccc(CC)cc2)c2ccccc21 (configuration not stated)	x	x	x	x	-10.6%	i	x	-18.5%	-6.6%
COC(=O)NCN1C(=O)C2C3C=CC(C3)C2C1=O (configuration not stated)	u	-5.4%	0.6%	9.4	2.2%	i	4.7%	-2.3%	u
CC(C)(CCO)Nc1ncnc2onc(-c3ccc(F)cc3)c12	-3.9%	-6.0%	-10.7%	17.4	-1.3%	i	-25.4%	-22.9%	-2.7%
Cn1c(SCC(=O)NCCc2ccccc2)nnc1C1CCCCC1	16.0%	-27.8%	2.0%	5.9	15.4%	i	5.2%	-5.8%	u
CC(=O)Nc1cccc(/C(C)=N\NC(=O)c2ccc(Cn3nc([N+](=O)[O-])c(Cl)c3C)o2)c1	5.1%	8.0%	-6.6%	1.3	1.7%	i	-1.7%	-10.8%	u
CCCN(C(=O)c1nc2nc(C)cc(C)n2n1)c1c(N)n(Cc2ccccc2)c(=O)[nH]c1=O	u	-4.7%	4.6%	7.2	10.6%	i	13.5%	6.2%	-7.9%
CCOC(=O)/C(=C\c1ccccc1)C(=O)CCN1CCOCC1	20.6µM*	0.3%	7.1%	-1.0	4.5%	x	5.6%	u	u
CCOc1ccccc1Nc1ccc(C(=O)O)cc1[N+](=O)[O-]	-2.8%	-4.6%	0.2%	3.4	-9.5%	u	-2.9%	-10.4%	0.0%
CCn1c(SCC(=O)NNC(=O)c2ccc(C)cc2)nnc1-c1ccco1	1.6%	-7.7%	6.1%	20.5	8.1%	i	1.7%	-15.5%	-2.1%
O=C(CS(=O)CC(=O)NC12CC3CC(CC(C3)C1)C2)Nc1ccc(F)cc1 (configuration not stated)	-8.5%	3.7%	-4.9%	9.0	4.6%	i	-22.7%	4.4%	-0.3%
N#Cc1cc2c(nc1SCc1ccc(Cl)cc1)CCCC2	16.2%	-1.3%	5.4%	0.0	5.8%	i	13.6%	11.4%	2.7%
O=C(CCl)Nc1cccn2ncnc12	u	8.0%	u	-27.8	0.0%	i	u	6.7%	u
Cc1cc2c(cc1C)-c1c(ssc1=Nc1ccc(S(N)(=O)=O)cc1)C(C)(C)N2	u	20.2%	u	15.4	4.6%	u	u	x	8.9%
Cc1ccc(OCCCCN2CCC(C)CC2)cc1	u	-3.4%	15.1%	-1.7	-0.1%	i	2.7%	1.4%	4.1%
CCN1CCn2c3c(c4cc(C)ccc42)CCCC31 (configuration not stated)	13.2%	-0.2%	-3.3%	-6.2	-20.0%	i	1.9%	0.8%	-4.2%
CC1(C)Nc2ccccc2C(=O)N1c1ccc(Br)cc1	-0.7%	12.8%	-19.5%	-12.6	-7.8%	x	-27.0%	72.9%[activator]	3.0%

3 of these compounds in a different format.
> CC1(C)Nc2ccccc2C(=O)N1c1ccc(Br)cc1
  MCF10A rerep = -0.7%; SW480 rerep = 12.8%; HT1080 IDH1KD tx = -19.5%; IL1B secr inh = -12.6; KB-3-1 tox = -7.8%; S2 tox = x; HT1080-NT tox = -27.0%; ATXN2 expr inh = 72.9%[activator]; KB-V1 cytotox = 3.0%
> Cc1ccc(OCCCCN2CCC(C)CC2)cc1
  MCF10A rerep = u; SW480 rerep = -3.4%; HT1080 IDH1KD tx = 15.1%; IL1B secr inh = -1.7; KB-3-1 tox = -0.1%; S2 tox = i; HT1080-NT tox = 2.7%; ATXN2 expr inh = 1.4%; KB-V1 cytotox = 4.1%
> CCN1CCn2c3c(c4cc(C)ccc42)CCCC31 (configuration not stated)
  MCF10A rerep = 13.2%; SW480 rerep = -0.2%; HT1080 IDH1KD tx = -3.3%; IL1B secr inh = -6.2; KB-3-1 tox = -20.0%; S2 tox = i; HT1080-NT tox = 1.9%; ATXN2 expr inh = 0.8%; KB-V1 cytotox = -4.2%

Screening data from PubChem.
